Rab7 wt GTP bind = modulators of GTP binding to Rab7, primary screen, biochemical, wildtype, multiplex bead flow cytometry. Rab7 GTPase wild type (dog), Bodipy-FL-GTP binding. GST-Rab7 beads, fluorescent GTP binding; actives lie on both sides; untreated = 100%, excess cold GTP = 0%. GTP binding activity (percent of control), % at 10 µM. 190,000 compounds, 0.055% hits. AID 758, 2007;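 active = fluorescent GTP binding to Rab7 beads changed by at least 20 points from the 100% baseline, either direction, mostly lower; inconclusive = compound itself probably fluorescent, or too few beads counted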;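 also: median green fluorescence of bound Bodipy-FL-GTP per Rab7 bead population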
GSH bead fluor = compound fluorescence on glutathione beads, profiling panel, artefact control, biophysical, 488/530 nm, flow cytometry; AID 1776, 2009; fluorescence (KMESF) at 10 µM; 190,000 compounds, 0.25% hits; GSH beads flow cytometry, compound fluorescence 488/530 nm; hits give high values; in the data active = fluorescence above about 89;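 also: glutathione beads carrying GST-tagged Bcl family fusion proteins plus one bare bead set; values are compound well signal with DMSO vehicle wells as background; inactives centre near 16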
Avidin bead fluor = green autofluorescence of compounds with avidin beads – biophysical, 488/530 nm, flow cytometry, artefact control, profiling panel | AID 1775, 2009 | fluorescence (KMESF) at 10 µM | 220,000 compounds, 0.38% hits | compound fluorescence 488/530 nm; hits give high values; in the data active = fluorescence above about 47; also: inactives centre near 10
Rab2 wt GTP = modulators of GTP binding to Rab2A wildtype, primary screen, biochemical, dog, bead-based flow cytometry, multiplex; GTP binding activity, % at 10 µM; Ras-related protein Rab-2A (Canis lupus familiaris), P61105; 190,000 compounds, 0.19% hits; GST-Rab2 wt beads, Bodipy-GTP binding;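 active = GTP binding activity at least 20 points away from 100%, either lowered or raised; inconclusive = signal likely due to the compound's own green fluorescence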;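 also: 0% = beads with excess unlabeled GTP and 100% = no-compound control corrected for plate trend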
Rac1 mut GTP = GTP binding modulators of activated mutant Rac1, primary screen, biochemical, bead-based flow cytometry, multiplex, fluorescent GTP | Ras-related C3 botulinum toxin substrate 1 (Homo sapiens), P63000 | GST-Rac1 activated beads; actives lie on both sides; 100% means binding = to untreated wells | percent activity (GTP binding), % at 10 µM | 190,000 compounds, 0.11% hits | AID 764, 2007;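 active = GTP binding at least 20 percentage points away from the 100% baseline, in either direction, so actives lie on both sides; inconclusive = Compound likely fluorescent itself, or too few beads counted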
ABCB1 inh = ABCB1 efflux pump inhibitors, primary screen, cell-based, multiplex, flow cytometry, ABCG2 counter-screen; CCRF-Adr cells, JC-1 efflux; inhibition, % at 6.6 µM; 190,000 compounds, 0.067% hits; AID 1326, 2008; in the data active = inhibition above about 40%;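 also: 0% = vehicle and 100% = reference inhibitor; higher value means more JC-1 retained so stronger ABCB1 efflux block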
HRas wt GTP = modulators of GTP binding to HRas wildtype, primary screen, biochemical, bead-based flow cytometry, multiplex; GTP binding activity, % at 10 µM; GST-Ras wt beads, Bodipy-FL-GTP binding; actives lie on both sides; GTPase HRas (Homo sapiens), P01112; 190,000 compounds, 0.14% hits;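 active = GTP binding activity at least 20% away from the 100% baseline, either lowered as inhibitor or raised as activator; inconclusive = flagged as likely green fluorescent, judged across all proteins in the well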;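 also: 0% = unlabeled GTP competition control and 100% = no-compound control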
Target sequence (P01112 whole entry, looked up): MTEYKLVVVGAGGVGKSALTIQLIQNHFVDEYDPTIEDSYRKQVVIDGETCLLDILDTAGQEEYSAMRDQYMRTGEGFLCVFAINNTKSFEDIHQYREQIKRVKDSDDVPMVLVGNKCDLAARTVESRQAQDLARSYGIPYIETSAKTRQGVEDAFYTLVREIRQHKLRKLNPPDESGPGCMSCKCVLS
Pf gamet viab = late stage P. falciparum gametocyte viability inhibitors, primary screen, ATP luminescence, HTS; AID 743093, 2013; inhibition, % at 10.9 µM; P. falciparum stage V gametocytes, 24 h; 150,000 compounds, 0.065% hits;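 active = inhibition above the mean plus 3 SD of compounds within the control limits, set per campaign, cut at about 38% in these data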;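 also: 0% = DMSO wells and 100% = medium only without gametocytes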
Cdc42 wt = modulators of GTP binding to wildtype Cdc42, primary screen, biochemical, multiplex bead flow cytometry, Bodipy-GTP | percent activity (GTP binding), % at 10 µM | Cell division control protein 42 homolog (Homo sapiens), P60953 | 190,000 compounds, 0.2% hits | GST-Cdc42 beads; actives lie on both sides | AID 761, 2007;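 active = percent activity GTP binding at least 20 points away from the 100% baseline, either down as inhibitor or up as activator; inconclusive = compound flagged as likely green fluorescent from well-wide comparison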;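 also: median bead fluorescence of bound Bodipy-FL-GTP at 100 nM; 0% = excess unlabeled GTP control and 100% = no compound control; below 100% means less GTP binding so inhibitor and above means activator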
Target sequence (P60953 whole entry, looked up): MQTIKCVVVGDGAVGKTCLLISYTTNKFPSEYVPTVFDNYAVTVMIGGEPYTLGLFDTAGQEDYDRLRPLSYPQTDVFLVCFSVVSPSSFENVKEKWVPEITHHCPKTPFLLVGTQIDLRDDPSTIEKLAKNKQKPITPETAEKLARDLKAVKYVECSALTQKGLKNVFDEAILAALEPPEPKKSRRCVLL
ABCG2 block = ABCG2 efflux pump inhibitors, primary screen, multiplex with ABCB1, IgMXP3 cells, flow cytometry; JC-1 efflux; inhibition, % at 6.6 µM; 190,000 compounds, 0.1% hits; AID 1325, 2008;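 active = inhibition above 80%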;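 also: 0% = DMSO and 100% = nicardipine control wells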
Target sequence (Q9UNQ0 whole entry, looked up): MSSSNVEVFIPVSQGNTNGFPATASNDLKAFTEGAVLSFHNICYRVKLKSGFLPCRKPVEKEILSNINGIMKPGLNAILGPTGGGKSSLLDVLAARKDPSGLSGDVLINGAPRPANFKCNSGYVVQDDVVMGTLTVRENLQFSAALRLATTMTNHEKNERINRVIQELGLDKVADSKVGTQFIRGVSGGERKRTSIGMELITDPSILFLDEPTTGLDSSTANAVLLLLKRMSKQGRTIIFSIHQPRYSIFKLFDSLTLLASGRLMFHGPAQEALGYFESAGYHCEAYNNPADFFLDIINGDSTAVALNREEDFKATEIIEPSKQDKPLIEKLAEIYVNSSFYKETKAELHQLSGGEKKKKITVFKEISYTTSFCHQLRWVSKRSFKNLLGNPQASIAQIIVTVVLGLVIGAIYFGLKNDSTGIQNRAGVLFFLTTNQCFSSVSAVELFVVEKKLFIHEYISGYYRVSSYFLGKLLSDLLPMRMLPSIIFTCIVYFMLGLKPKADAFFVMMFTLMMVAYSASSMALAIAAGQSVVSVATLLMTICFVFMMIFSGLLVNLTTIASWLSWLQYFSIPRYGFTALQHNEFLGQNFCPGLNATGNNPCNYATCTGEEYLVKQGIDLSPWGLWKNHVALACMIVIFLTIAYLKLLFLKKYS
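Test system: ABCG2 IgMXP3 and barcoded ABCB1 CCRF-Adr cell mix; Schedule: cells with compound and JC-1, 10 min at 25 °C, rotating, no wash; Technique: flow cytometry of retained JC-1 fluorescence; Measure: % inhibition of efflux relative to nicardipine and DMSO; Controls: nicardipine high and DMSO low controls.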
Rac1 wt GTP bind = wildtype Rac1 GTP binding modulators, primary screen, biochemical, GST-Rac1 beads, flow cytometry, multiplex; AID 757, 2007; fluorescent GTP binding; actives lie on both sides; 0 = cold GTP competed, 100 = untreated; 190,000 compounds, 0.27% hits; GTP binding activity (% of control), % at 10 µM;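 active = GTP binding activity at least 20 points away from the 100% control level, either lower or higher; inconclusive = compound flagged as likely green fluorescent, judged across all proteins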
The depositor's hits bear a star; u = inconclusive; x = not tested or not shown.

SMILES	Rab7 wt GTP bind	GSH bead fluor	Avidin bead fluor	Rab2 wt GTP	Rac1 mut GTP	ABCB1 inh	HRas wt GTP	Pf gamet viab	Cdc42 wt	ABCG2 block	Rac1 wt GTP bind
Cc1cccc(N(C(=O)CCC(=O)Nc2nccs2)C(C(=O)NC(C)(C)C)c2ccc(O)cc2)c1 (stereo not given)	101	27	11	98	97	0.2	98	x	97	1	99
O=S(=O)(c1cccs1)N1CCc2ccccc2C1	100	31	6	102	99	-2.7	102	x	104	-3	104
COc1ccc(C(CC(=O)O)NC(=O)Cc2ccccc2)cc1 (stereo not given)	96	19	24	95	94	0.2	98	0	100	0	95
Cc1cccc(NC(=O)CN2C(=O)S/C(=C\C(=O)Nc3ccc(Cl)cc3)C2=O)c1	99	4	14	100	100	-1.3	100	-8	101	-15	103
CCN=C1S/C(=C\c2cc(Br)ccc2OCC(=O)OCC)C(=O)N1CC	91	5	12	95	96	2.8	97	12	94	18	99
O=C(N/C(=C\c1cccnc1)C(=O)N1CCOCC1)c1ccco1	96	9	10	94	94	-0.4	96	5	94	-3	99
Cc1cc(C)c(-c2cc(NC(=O)COC(=O)c3ccc(C#N)cc3)n(-c3ccccc3)n2)cc1C	104	14	13	101	101	0.3	103	-18	104	2	104
Cc1ccc(COc2ccc(/C=N/O)cc2)cc1	94	9	15	98	97	x	98	-5	98	0	98
CC(=O)Nc1sc(N/N=C\c2ccco2)nc1-c1cccs1	100	20	13	102	102	-0.8	103	x	101	-2	105
O=[N+]([O-])c1ccc(/C=N/NS(=O)(=O)c2ccc(Cl)cc2)o1	103	10	12	99	98	1.9	100	-4	102	4	103
Cc1ccc(NC(=O)CCC(=O)OCC(=O)c2ccc(Oc3ccc([N+](=O)[O-])cc3)cc2)cc1	99	14	12	102	101	0.1	103	-11	104	2	105
O=C(CCn1ccnc1)Nc1ccc2ccccc2c1	104	12	12	96	97	0.8	97	-1	95	4	101
O=C(NCCCCO)c1ccc2c3c(cccc13)CC2	96	9	2	94	95	0.1	97	6	95	2	97
O=C(Cc1ccc([N+](=O)[O-])cc1)Nc1cccc(C(F)(F)F)c1	101	11	7	102	100	0.7	101	x	102	30	104
CCC(C)(C)n1nnnc1C(C(C)C)N1CCN(C)CC1 (stereo not given)	u	12	18	u	u	0.0	u	-8	u	0	u

Entries from the list above with a thiophene ring, fused or not (2):
SMILES	Rab7 wt GTP bind	GSH bead fluor	Avidin bead fluor	Rab2 wt GTP	Rac1 mut GTP	ABCB1 inh	HRas wt GTP	Pf gamet viab	Cdc42 wt	ABCG2 block	Rac1 wt GTP bind
O=S(=O)(c1cccs1)N1CCc2ccccc2C1	100	31	6	102	99	-2.7	102	x	104	-3	104
CC(=O)Nc1sc(N/N=C\c2ccco2)nc1-c1cccs1	100	20	13	102	102	-0.8	103	x	101	-2	105

Later entries:
SMILES	Rab7 wt GTP bind	GSH bead fluor	Avidin bead fluor	Rab2 wt GTP	Rac1 mut GTP	ABCB1 inh	HRas wt GTP	Pf gamet viab	Cdc42 wt	ABCG2 block	Rac1 wt GTP bind
Cc1ccc(S(=O)(=O)c2ccc(Cl)cc2)cc1S(=O)(=O)N1CCN(C)CC1	97	43	3	96	99	0.4	99	x	97	0	98
CCC(CC)C(=O)NCCc1ccc(F)cc1	99	21	7	103	99	0.7	104	x	105	2	100
COc1ccccc1NC(=O)CSC1CC(=O)N(c2ccc3c(c2)OCO3)C1=O (stereo not given)	92	28	11	92	92	0.5	94	-17	96	6	90
Cc1ccc(S(=O)(=O)NCc2ccc(/C=C(/C#N)C(=O)NCc3ccccc3)o2)cc1	100	15	12	98	100	0.9	100	7	99	6	98
c1ccc(C2=Nn3c(nnc3-c3n[nH]c4c3CCC4)SC2)cc1	102	45	8	100	99	0.5	101	-5	102	4	101
c1ccc2nc(-c3nc4ccccc4[nH]3)ccc2c1	96	15	9	97	97	0.8	97	x	99	7	98
Cc1cccc(N2C(=O)C3C4CC(=O)C(c5ccccc54)C3C2=O)c1C (stereo not given)	105	13	9	98	92	-0.6	97	14	91	0	96
CSc1nc2ncc(-c3ccsc3)c(N)n2n1	99	10	24	97	96	0.4	97	5	93	4	93
COC(=O)[C@H](C)NC(=O)Nc1ccc(C)c(C)c1	104	6	11	100	99	0.0	103	x	102	0	106
Cc1ccnc2nc(C(=O)OCC(=O)N(CC(C)C)CC(C)C)nn12	95	18	8	97	93	0.2	96	1	95	1	95
COc1ccc(-c2nc3cnccn3c2Nc2ccc(C)cc2)cc1	99	26	7	100	97	0.9	100	x	102	5	101
O=C(Nc1cccc(Cl)c1)/C(=C\c1cccnc1)NC(=O)c1ccco1	95	14	11	96	95	0.2	96	3	95	6	98
N#C/C(=C(\O)CCl)c1nnc2n1CCCCC2	99	20	13	100	99	0.2	102	x	102	1	101
Cc1ccccc1Cn1c(=O)n(CCC(=O)NCc2ccc3c(c2)OCO3)c(=O)c2ccccc21	99	13	5	99	99	0.3	101	x	96	1	107
Cc1cc(C)c(OCCCON2C(=O)CCC2=O)c(Br)c1	110	18	9	102	93	0.4	96	8	98	2	98
O=C(N/N=C/c1c(O)n(-c2ccc(Cl)cn2)c(=O)c2ccccc12)c1ccncc1	96	9	9	96	94	-0.4	97	-31	99	4	101
C=C(C)c1cccc(C(C)(C)NC(=O)Nc2ncccn2)c1	98	26	11	98	98	1.4	100	x	102	7	101
Cn1c(NCCO)nc2c(c1=O)C1(CCCCC1)Cc1ccccc1-2	93	19	4	95	98	-1.5	96	x	98	-2	98
COc1ccc(OC)c(C2C(C(C)=O)=C(O)C(=O)N2c2ccc(O)cc2)c1 (stereo not given)	98	33	7	100	99	0.4	99	x	104	-1	102
COc1ccc(/C=C/C(=O)NCC(=O)N/N=C/c2ccc(OC)cc2)cc1	101	12	10	95	94	-0.5	96	16	94	0	99
Clc1ccc(Cn2ncc3c(N4CCCCC4)ncnc32)cc1	93	32	11	93	92	0.6	95	4	97	4	91
CCOC(=O)NC(=O)CSc1nnnn1-c1ccc(Cl)cc1	100	29	45	99	98	1.2	101	0	100	45	104
CC(C)Nc1nc(NC(N)=S)nc(NC(C)C)n1	101	11	14	102	102	-1.7	102	-2	99	-6	103
CC(C)N(C(=O)CN(C#N)c1nc(N(C)C)nc(N(C)C)n1)c1ccccc1	99	67	7	101	100	0.9	102	10	104	2	103
CC(C)c1ccc(-c2nc(N3CCCCCC3)nc3n[nH]c(N)c23)cc1	98	10	8	99	98	0.5	101	13	103	4	103
Cc1nnc(SCC(=O)NCc2ccco2)n1-c1ccccc1	u	11	12	u	u	0.2	u	15	u	0	u
CCc1oc(C(=O)O)cc1CN(CC)CC	101	11	34	101	101	0.7	102	16	103	2	106
COc1ccc2cc(C(=O)C3CCCN(C(=O)CCc4cnn(C)c4)C3)ccc2c1 (stereo not given)	96	17	6	96	92	2.5	97	-34	97	12	96
O=C(O)c1cc(/C=N\O)ccc1OCc1ccccc1	102	18	27	103	101	0.2	100	x	98	1	101
O=C(CNC1CCCCCC1)Nc1ccccc1N1CCOCC1	104	17	10	97	98	0.4	100	-2	96	0	102

The list goes on (2 carried over from the part before).
SMILES	Rab7 wt GTP bind	GSH bead fluor	Avidin bead fluor	Rab2 wt GTP	Rac1 mut GTP	ABCB1 inh	HRas wt GTP	Pf gamet viab	Cdc42 wt	ABCG2 block	Rac1 wt GTP bind
O=C(O)c1cc(/C=N\O)ccc1OCc1ccccc1	102	18	27	103	101	0.2	100	x	98	1	101
O=C(CNC1CCCCCC1)Nc1ccccc1N1CCOCC1	104	17	10	97	98	0.4	100	-2	96	0	102
COc1ccc(OCCC(=O)OCC(=O)NCc2ccco2)cc1	106	259*	6	101	98	0.2	103	8	104	0	107
COc1ccc(C(=O)C/C(=C\C(=O)c2ccc(C)cc2)c2ccccc2)cc1	101	11	16	99	99	0.5	99	x	97	2	97
CCN(CC)S(=O)(=O)c1ccc(NS(=O)(=O)c2ccc(OC)c([N+](=O)[O-])c2)cc1	96	4	9	95	93	-0.1	96	-11	93	0	102
O=S1(=O)N=C(Nc2ccc(N3CCOCC3)cc2)c2ccccc21	99	23	28	102	100	0.4	100	-18	103	13	105
CCN(CC)C(=S)NC(=O)c1ccc(Cl)cc1Cl	104	44	7	103	99	1.2	104	x	100	4	102
COc1ccc(Nc2nc(-c3ccccc3)c(C(=O)Nc3cccnc3)s2)cc1	107	13	8	98	97	1.1	101	-21	94	8	101
CCOc1cccc(NC(=O)c2ccc(S(=O)(=O)N(C)C)cc2)c1	100	13	26	101	99	-0.1	101	x	105	2	105
CCS(=O)(=O)c1ccc(C(=O)Nc2ccccc2)c(Cl)c1Cl	94	12	36	91	91	0.8	94	18	93	4	95

Structures above that have bromine (two):
SMILES	Rab7 wt GTP bind	GSH bead fluor	Avidin bead fluor	Rab2 wt GTP	Rac1 mut GTP	ABCB1 inh	HRas wt GTP	Pf gamet viab	Cdc42 wt	ABCG2 block	Rac1 wt GTP bind
CCN=C1S/C(=C\c2cc(Br)ccc2OCC(=O)OCC)C(=O)N1CC	91	5	12	95	96	2.8	97	12	94	18	99
Cc1cc(C)c(OCCCON2C(=O)CCC2=O)c(Br)c1	110	18	9	102	93	0.4	96	8	98	2	98

Some of these compounds in order of their number in Avidin bead fluor, rising.
| structure | Avidin bead fluor |
| --- | --- |
| Cc1nnc(SCC(=O)NCc2ccco2)n1-c1ccccc1 | 12 |
| CC(=O)Nc1sc(N/N=C\c2ccco2)nc1-c1cccs1 | 13 |
| O=C(O)c1cc(/C=N\O)ccc1OCc1ccccc1 | 27 |

Compound activity from PubChem.
